M17LAP inhibition: P. falciparum M17LAP inhibitors, primary screen, biochemical, fluorogenic H-Leu-NHMec substrate, 1536-well (AID 1619); recombinant M17LAP, H-Leu-NHMec fluorogenic kinetic assay; higher % means a stronger effect; inhibition, % at 30 µM, or IC50 in µM where a hit was titrated; 220,000 compounds, 0.38% hits;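 active = compound inhibiting the enzyme by more than half at any dose during confirmatory dose-response retesting; inconclusive = strong single-dose inhibitors picked by rank but not retested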;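 also: plate controls were full reaction with DMSO carrier for no effect and no enzyme background for full effect; strong numbers were not always called active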
M1AAP inhibition: malaria alanyl aminopeptidase activity blockers – biochemical, fluorogenic H-Leu-NHMec substrate, 1536-well (AID 1445). 220,000 compounds, 0.42% hits. recombinant M1AAP, H-Leu-NHMec fluorogenic kinetic assay; higher % means a stronger effect. one-dose inhibition, % at 30 µM; IC50 in µM for titrated hits;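 active = primary inhibition above the hit cutoff, then over 50% inhibition at one or more dose response concentrations, cut at about 23% in these data, passing the limit was not always enough; inconclusive = conflicting primary data, or primary hits not chosen for dose response; inactive = low primary inhibition, or under 50% at every dose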;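 also: plate controls were DMSO full reaction for no effect and no enzyme background for full effect; strong numbers were not always called active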
Siah-1 displacement: blockers of Siah-1 interaction with plectin peptide – biochemical, fluorescence polarization, rhodamine-plectin, uHTS, primary screen (AID 1817) | displacement, % at 20 µM; hits with a dose series show IC50 in µM | Siah-1 / rhodamine-plectin peptide fluorescence polarization; higher % means a stronger effect | 290,000 compounds, 0.02% hits;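 active = displacement of at least 50% at 20 µM, with a fluorescence ratio check between 0.3 and a set limit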;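 also: plate controls were Siah plus tracer with DMSO for no effect and tracer alone without Siah for full effect; strong numbers were not always called active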
human PMI inhibition: inhibitors of human PMI, primary screen, biochemical, fluorescence intensity, coupled assay (AID 1209); purified PMI enzyme, coupled fluorescence intensity; higher % means a stronger effect; 190,000 compounds, 0.42% hits; inhibition, % at 20 µM, or IC50 in µM where a hit was titrated;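 also: plate controls were DMSO vehicle for no effect and wells lacking substrate for full effect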
Dynein transport: blocks dynein driven cargo transport along microtubules; 3617.4 mouse cells, GR-EGFP nuclear translocation imaging; test concentration mostly 20 µM; stimulated with dexamethasone, 1 µM; active compounds read low; 220,000 compounds, 0.47% hits; AID 1381; z-score, hits read low;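 active = plate z-score of nuclear minus cytoplasmic receptor signal below a set negative limit, without overly bright fluorescence or cell loss, cut at about -3.5 in these data, passing the limit was not always enough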;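 also: z-score of nuclear minus cytoplasmic ring GR-EGFP intensity difference per well; some compounds called inactive have numbers as strong as hits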
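medium = tetracycline-free induction medium containing charcoal-stripped FBS | also added = 1.0 µM final dexamethasone stimulus | schedule = 48 h induction, 1 h compound, 30 min dex at 37 °C | technique = fixed, Hoechst-stained cells imaged at 10x for EGFP | measure = GR-EGFP nuclear translocation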
LYP phosphatase: PTPN22 lymphoid phosphatase activity blockers – biochemical, fluorescence intensity, uHTS (AID 1779); recombinant LYP phosphatase, fluorescence intensity; higher % means a stronger effect; inhibition, % at 11.5 µM; hits with a dose series show IC50 in µM; 290,000 compounds, 0.054% hits;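 also: plate controls were vehicle with enzyme for no effect and no enzyme for full effect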
human PMI inhibitors: MPI inhibition at elevated mannose 6-phosphate – biochemical, fluorescence intensity, high mannose 6-phosphate, primary screen (AID 1220); 190,000 compounds, 0.66% hits; one-dose inhibition, % at 20 µM; IC50 in µM for titrated hits; recombinant PMI enzyme, coupled fluorescence intensity; higher % means a stronger effect
XIAP antagonists: small molecules displacing peptide from XIAP – biochemical, IAP family, fluorescence polarization (AID 1018). XIAP BIR domain, fluorescence polarization peptide displacement; higher % means a stronger effect. one-dose displacement, % at 20 µM; IC50 in µM for titrated hits. 200,000 compounds, 0.007% hits; in the data active = displacement above about 50%; also: a part of the inactive calls stands beside numbers as strong as those of hits
AID2073: disruptors of CaV2.2 binding to Mint1 – biochemical, HTRF (AID 2073); HTRF protein-protein interaction, Mint1-CaV2.2; higher % means a stronger effect; 290,000 compounds, 0.19% hits; inhibition, % at 20 µM; hits with a dose series show IC50 in µM; in the data active = inhibition mostly above about 51%, no sharp cut-off; inconclusive = no clear call, values can overlap the other calls; inactive = mostly below about 53%; also: some results filed as inactive read as strong as hits
Dynein transport cytoplasmic EGFP: second read-out of Dynein transport, no call of its own (marks repeat the call); z-score; measured here: cytoplasmic GR-EGFP intensity; active compounds read high
Dynein transport nuclear GR-EGFP: second read-out of Dynein transport, no call of its own (marks repeat the call); z-score; measured here: nuclear GR-EGFP intensity;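 lower value marks the stronger effect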
Dynein transport cell count: second read-out of Dynein transport, no call of its own (marks repeat the call); z-score; measured here: cell count per field
* marks the source's active call; other numbers are inactive results; ? = inconclusive; . = no result given. Rule as the data show it, unless noted: active = inhibition above about 50%; inactive = the rest.

SMILES	M17LAP inhibition	M1AAP inhibition	Siah-1 displacement	human PMI inhibition	Dynein transport	Dynein transport cytoplasmic EGFP	Dynein transport nuclear GR-EGFP	Dynein transport cell count	LYP phosphatase	human PMI inhibitors	XIAP antagonists	AID2073
Nc1nc(NCCO)nc(NCC2CCCO2)c1[N+](=O)[O-] (stereo unspecified)	30%	19%	7%	0%	0.16	-0.25	0.34	-0.24	1%	20%	-0.5%	5%
NC(CSCc1cccc(Br)c1)C(=O)O (stereo unspecified)	13%	7%	-1%	-5%	-0.74	-0.17	-0.54	0.31	6%	-6%	-1.6%	6%
O=[N+]([O-])c1cc(F)c(N2CCOCC2)cc1N1CCCCC1	-2%	1%	2%	6%	-0.3	-0.23	-0.55	0.29	-6%	2%	-6.6%	-9%
O=C1CN2CCC1C/C2=C\c1ccnc2c(Cl)cccc12 (stereo unspecified)	6%	6%	1%	.	-0.76	-0.2	-0.76	0.46	1%	.	.	16%
CN(CCO)CCOCCOc1cccc2ccccc12	0%	3%	-4%	2%	0.61	-0.37	-0.018	-0.088	-4%	7%	1.3%	?
CCn1c(C)nc2cc(C(=O)N/N=C(\C)c3ccc(N4CCOCC4)cc3)ccc21	2%	0%	2%	2%	1.2	-0.31	1.1	-1.8	-4%	-2%	-7.0%	18%
CSC1=NC(C(Cl)(Cl)Cl)N=C(c2ccc(C)cc2)N1 (stereo unspecified)	-3%	0%	2%	-88%	0.36	-0.3	0.46	-0.5	3%	-131%	-5.3%	5%
Cc1ccc(C)c(N(C)S(=O)(=O)c2ccc3[nH]cc(C(=O)NCCN4CCOCC4)c(=O)c3c2)c1	8%	6%	8%	-8%	-0.53	-0.24	0.25	0.84	-1%	0%	-0.6%	2%
Nc1ccccc1CNc1nc(NCCO)nc2c1ncn2CCN1CCOCC1	-7%	-1%	15%	.	-0.11	-0.45	0.14	-0.31	-6%	.	.	-3%
O=S(=O)(Cc1ccccc1)N1CCCCC1	7%	-1%	-3%	-1%	-0.12	0.11	0.67	0.016	-3%	-9%	-3.1%	-8%
COc1ccccc1-c1noc(CCC(=O)Nc2ccccc2Cl)n1	-1%	3%	-11%	-7%	-0.28	-0.27	-0.33	0.25	-2%	-8%	-11%	-12%
O=C(CC1SCCNC1=O)Nc1cc(Cl)cc(Cl)c1 (stereo unspecified)	19%	2%	5%	7%	0.37	-0.31	0.088	0.17	-12%	4%	-2.2%	-1%
COc1ccccc1NC(=O)CSc1nnc(Cn2cnc3ccccc32)o1	23%	3%	-1%	.	-0.22	-0.29	-0.2	-0.14	-4%	.	-3.1%	22%
O=C(Cc1nc(=O)c2ccccc2s1)Nc1ccccc1	-13%	3%	1%	9%	-0.17	-0.034	0.64	0.31	-3%	11%	-0.4%	9%
Cc1cn(S(=O)(=O)c2ccc(Br)c3ccccc23)cn1	-1%	3%	-1%	8%	-0.77	-0.071	-0.2	0.5	-6%	8%	-0.1%	?
CCOC(=O)/C(C#N)=C1/C(=O)N(Cc2ccccc2)c2ccccc21	3%	3%	2%	19%	0.28	-0.18	0.26	-0.5	-1%	67%*	-7.3%	23%
O=C1C2C3CCC(C3)C2C(=O)N1Cc1ccco1 (stereo unspecified)	3%	2%	-9%	-4%	-0.13	-0.32	-0.21	-0.062	-6%	-7%	-2.8%	5%
COCCCN=Cc1c(C)[nH]n(-c2ccc(Br)c(C)c2)c1=O	18%	3%	1%	-2%	-0.32	-0.33	-0.084	-0.17	8%	1%	-15%	5%
O=C(N/N=C/c1c(O)ccc2ccccc12)c1cccc(C(F)(F)F)c1	12%	-1%	-6%	4%	1.2	0.019	1.6	-0.8	2%	8%	-1.1%	16%
COc1cc(-n2cnnn2)ccc1S(=O)(=O)N1CCOCC1	-2%	6%	-4%	10%	-1.4	-0.3	-0.58	0.57	-8%	6%	-4.9%	0%

3 entries out of the list, ordered by length of the SMILES, low to high:
SMILES	M17LAP inhibition	M1AAP inhibition	Siah-1 displacement	human PMI inhibition	Dynein transport	Dynein transport cytoplasmic EGFP	Dynein transport nuclear GR-EGFP	Dynein transport cell count	LYP phosphatase	human PMI inhibitors	XIAP antagonists	AID2073
O=C(Cc1nc(=O)c2ccccc2s1)Nc1ccccc1	-13%	3%	1%	9%	-0.17	-0.034	0.64	0.31	-3%	11%	-0.4%	9%
Cc1cn(S(=O)(=O)c2ccc(Br)c3ccccc23)cn1	-1%	3%	-1%	8%	-0.77	-0.071	-0.2	0.5	-6%	8%	-0.1%	?
COc1ccccc1-c1noc(CCC(=O)Nc2ccccc2Cl)n1	-1%	3%	-11%	-7%	-0.28	-0.27	-0.33	0.25	-2%	-8%	-11%	-12%

Following part.
SMILES	M17LAP inhibition	M1AAP inhibition	Siah-1 displacement	human PMI inhibition	Dynein transport	Dynein transport cytoplasmic EGFP	Dynein transport nuclear GR-EGFP	Dynein transport cell count	LYP phosphatase	human PMI inhibitors	XIAP antagonists	AID2073
CCCCCC(=O)Nc1cccc(C2=NOC3(C2)C[C@@H](C(N)=O)N(C(=O)CC(c2ccccc2)c2ccccc2)C3)c1 (stereo partly specified)	1%	2%	0%	.	0.96	-0.61	0.82	-0.82	0%	.	.	2%
CCCCNC(=O)c1[nH]c(C)c(C(C)=O)c1C	1%	5%	6%	-8%	-0.53	-0.37	-0.16	0.4	-1%	-6%	-0.1%	2%
O=C(NC(=S)Nc1ncccn1)c1ccc(Cl)cc1Cl	-9%	9%	25%	-18%	0.076	-0.34	0.057	0.57	-4%	-26%	2.3%	6%
O=C(CCc1nc2ccccc2c(=O)[nH]1)NC1CCN(Cc2ccccc2)CC1	9%	0%	2%	6%	-1	-0.23	-0.19	0.8	-10%	2%	-13%	-2%
COCCNC(=O)C1CC2Cn3c(nc4cc5ccccc5cc43)C2N1C (stereo unspecified)	-2%	2%	-3%	.	-0.23	-0.76	-0.066	-0.066	-11%	.	.	13%
COc1ccccc1NS(=O)(=O)c1ccc(Cl)c(NC(=O)C(C)N2C(=O)c3ccccc3C2=O)c1 (stereo unspecified)	-6%	27µM*	0%	10%	1.1	-0.26	0.57	-0.92	0%	9%	-3.8%	0%
COc1ccc(Br)c2oc(SC)cc(=O)c12	14%	-3%	2%	-16%	0.37	-0.27	0.5	0.81	-2%	-14%	-4.9%	7%
COc1cc(C(C)=O)ccc1Oc1ncnc2c1cnn2-c1ccc(C)c(C)c1	-10%	1%	-3%	-3%	0.18	-0.24	0.16	-0.87	1%	-8%	-5.5%	14%
CC(C)(C)C(=O)NC(n1cnc2c(N3CCOCC3)ncnc21)C(Cl)(Cl)Cl (stereo unspecified)	-6%	-3%	1%	3%	0.21	-0.012	0.66	-1.3	-6%	-8%	-3.1%	-4%
O=C(CSc1ccc(-c2ccccn2)nn1)N1CCCCC1	3%	-1%	-4%	-20%	1.1	-0.13	0.51	-0.46	-3%	-16%	-4.0%	-1%
O=C(O)CN(c1ccccn1)S(=O)(=O)c1ccc(Cl)cc1	-10%	2%	-2%	2%	-1	-0.081	-0.25	0.84	-4%	0%	-4.6%	10%
CCOc1ccc(NC(=O)C/C(N)=N/O)cc1	7%	-8%	-3%	-2%	-1.2	-0.26	-0.32	1.7	-9%	23%	-3.4%	-6%
Cc1ccc2nc3c(cc(C#N)c(=N)n3Cc3cccnc3)c(=O)n2c1	6%	11%	0%	.	-0.61	0.25	-0.33	0.2	-22%	.	1.0%	0%
CCOC(=O)N1CCN(C(=O)COc2cccc3c2CCN(Cc2ccccc2C)C3=O)CC1	13%	2%	-5%	6%	-0.76	-0.29	-0.53	0.97	-6%	-4%	1.0%	-1%
COC(=O)CCC(=O)Nc1sc(Cc2ccccc2)c(C)c1C(N)=O	-3%	-8%	0%	.	0.93	-0.14	0.41	-0.77	1%	.	-1.3%	12%
Cc1ccc(NC(=O)c2oc3ccccc3c2C)c([N+](=O)[O-])c1	2%	-5%	1%	-16%	-0.49	-0.26	-0.093	0.089	-1%	-15%	-3.0%	36%
CCOC(=O)C1CCCN(C(=O)CN(c2ccc(OC)cc2)S(=O)(=O)c2c(C)noc2C)C1 (stereo unspecified)	-2%	0%	0%	-4%	-0.92	-0.28	-0.55	0.44	5%	10%	-2.3%	5%
CCc1ccccc1N(CC(=O)N1CCN(c2ccccc2F)CC1)S(C)(=O)=O	10%	15%	0%	2%	-0.79	0.046	-0.97	1.1	4%	1%	4.2%	-3%
Cn1c(=O)cc(OCC(=O)NCCCN2CCN(c3ccccc3F)CC2)c2ccccc21	2%	12%	0%	1%	3.8	-0.12	2.1	-1.8	-6%	2%	-2.5%	-2%
N/C(=N\OC(=O)c1ccc2ccccc2c1)c1ccncc1	-8%	-5%	6%	6%	-0.64	-0.4	-0.12	2.6	-2%	5%	-6.0%	-4%
COc1ccc(C(=O)COC(=O)C2CCCN2C(=O)C23CC4CC(CC(C4)C2)C3)cc1 (stereo unspecified)	-15%	2%	0%	17%	0.046	-0.15	0.49	-1.2	0%	-1%	-0.8%	17%
COc1ccccc1OCCCOc1c(C)cc(C)cc1Br	1%	-2%	-4%	22%	0.34	-0.26	0.29	-0.073	2%	12%	-3.9%	7%
Cc1c(-c2ccccc2)nc(N)c(C#N)c1-c1ccco1	6%	5%	-4%	33%	-0.46	-0.33	0.18	0.11	-6%	23%	-3.7%	-4%
O=C(CSc1ncnc2nc[nH]c12)N1CCN(c2ccccc2)CC1	1%	8%	0%	0%	3.8	-0.029	2.3	-2.3	-2%	-1%	-1.2%	31%
CC1(C)CC(C(CCN(Cc2ccccc2)C(=O)c2ccco2)c2ccc(F)cc2)CCO1 (stereo unspecified)	17%	4%	10%	25%	-0.39	-0.27	-0.29	-0.18	-8%	16%	-8.9%	5%
CCOC(=O)c1ccc(-n2c(=S)sc3c(=O)[nH]c(C)nc32)cc1	11%	6%	3%	46%	-0.47	-0.19	0.0054	-0.61	4%	4%	-0.6%	-10%
Cc1ccc(N(CC(=O)NC2CCCCC2)C(=O)Cn2nnc(-c3ccc(C)o3)n2)cc1	19%	8%	32%	12%	-0.78	-0.24	-0.69	1.3	-4%	5%	-6.1%	12%
COc1ccc(-c2oc3ccccc3c(=O)c2OC(C)=O)cc1	2%	19%	-1%	-9%	0.3	-0.35	-0.026	0.53	-13%	-13%	-0.9%	27%
CCC(=O)N(CCc1ccccc1)Cc1cc2cc3c(cc2[nH]c1=O)OCO3	-3%	5%	2%	11%	0.53	-0.16	-0.68	0.35	-8%	7%	-3.3%	1%
O=C(NCc1ccco1)c1ccc(Cn2c(=O)c3sccc3n(Cc3cccc(F)c3)c2=O)cc1	-2%	6%	-4%	0%	0.24	-0.069	0.25	-0.34	-6%	3%	-31%	4%
